# Source: PubChem BioAssay
# EP2 mod: modulators of human EP2 prostaglandin E2 receptor. EP2-expressing cells, cAMP HTRF FRET, PGE2 co-stimulation. induction, % at 25 µM. AID 940. actives 0.83% (n = 260,000);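 active = compounds whose cAMP rise, as percent of the full-agonist control response, exceeds 60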;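 also: rat C6 glioma line stably carrying human EP2 under a CMV promoter; the protocol text gives 20 µM as final concentration; 100% = response of wells given 1 µM PGE2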
# Target sequence (P43116 whole entry, looked up): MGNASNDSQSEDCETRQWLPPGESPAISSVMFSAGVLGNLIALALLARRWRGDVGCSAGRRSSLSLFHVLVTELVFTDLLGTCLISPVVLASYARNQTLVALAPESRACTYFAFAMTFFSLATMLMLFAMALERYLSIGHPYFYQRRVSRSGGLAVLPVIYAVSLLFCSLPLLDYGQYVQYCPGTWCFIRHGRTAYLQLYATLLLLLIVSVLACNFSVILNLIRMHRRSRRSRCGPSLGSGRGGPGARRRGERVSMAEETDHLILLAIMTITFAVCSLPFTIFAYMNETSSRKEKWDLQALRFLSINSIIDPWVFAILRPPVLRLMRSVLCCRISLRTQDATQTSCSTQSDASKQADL
# PGE2 EP2 inh: blocks the human prostaglandin E2 receptor EP2; P43116; C6 glioma cells expressing human EP2, cAMP TR-FRET; cells stimulated with saturating PGE2; inhibition, % at 25 µM; actives 0.52% (n = 260,000);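 active = percent inhibition above 40 after rounding to a whole number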;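 also: rat C6 glioma host cells with rolipram phosphodiesterase inhibitor present; the protocol text gives 20 µM as final concentration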
# * hit, by the source's call; & = joins results of further samples. Not all compounds are listed. The share of hits here may be higher or lower than overall.
SMILES	EP2 mod	PGE2 EP2 inh
CNC(=S)N(CCN(C)C)Cc1cc2cc3c(cc2[nH]c1=O)OCO3	-2	18
Cc1cccc(NC(=O)CSc2nnc(-c3cccnc3)n2C)c1	-4	4
COc1ccc(NC(=O)N(CCc2ccccc2)Cc2cc3cccc(C)c3[nH]c2=O)cc1	-36	16
N=C(N)c1ccc(N)cc1	11	11
Cc1ccc(C)n1C(Cc1c[nH]c2ccccc12)C(=O)O (centres undefined)	-61	8
CC(=O)Nc1nc2ccc(F)cc2s1	-25	8
COc1ccc(C(=O)NCCNC(=O)c2ccco2)cc1	-24	6
CC(=O)c1ccc(NC(=O)/C(=C\c2ccc3c(c2)OCO3)NC(=O)c2ccco2)cc1	35	15
O=C(NCc1cccnc1)c1cn(Cc2ccccc2)nn1	-19	1
Cc1sc(NC(=O)c2ccccc2)c(C(=O)Nc2ccc(O)cc2)c1C	-22	11
COC(=O)Cc1[nH]nc2c1C1(C(=O)Nc3ccc(F)cc31)C(C#N)=C(N)O2 (centres undefined)	23	8
Cc1ccc2occ(CN3CCc4nc(N5CCCC(C)C5)[nH]c(=O)c4C3)c(=O)c2c1 (centres undefined)	-19	8
COCCn1c(N)cc(=O)[nH]c1=S	8	10
CCCCCC1C(=O)CCC1CC(=O)O (centres undefined)	24	12
Cc1occc1-c1nnc(SCC(=O)N2CCCCC2)n1Cc1ccccc1	-24	5

# Next section
SMILES	EP2 mod	PGE2 EP2 inh
COc1ccc2cc(CN(C(=S)Nc3ccc(C)cc3)C3CCCC3)c(=O)[nH]c2c1	-7	10
Cc1cc(C2(c3cc(C)c(O)c(C(=O)O)c3)OS(=O)(=O)c3ccccc32)cc(C(=O)O)c1O	7	39
CCC(C)NC(=O)Cn1nc(-c2cc(C)oc2C)cc(N)c1=O (centres undefined)	-32	3
CC(=O)Nc1cc(NC(=O)c2ccco2)ccc1C	-2	11
COc1ccc2cc(C#N)c(SCC(=O)Nc3ccc(C)cc3)nc2c1	38	14
Cc1ccc(C(=O)Nc2ccc(NC(=O)c3ccc(C)o3)cc2)o1	-45	9
CC(C)[C@@H](N)Cn1nnc2ccccc21	38	8
CC(C)(C)n1nnnc1C(c1ccccc1F)N1CCN(C(=O)c2ccco2)CC1 (centres undefined)	-14	19
CCOC(=O)Cc1[nH]nc2c1C(c1cccc(F)c1)C(C#N)=C(N)O2 (centres undefined)	-23	10
Cc1nn(CC(=O)O)c(=O)c2cc3sccc3n12	-31	6
CCC(C)(C)NC(=O)C(c1cccs1)N(C(=O)c1csnn1)c1ccc(Cl)cc1 (centres undefined)	-2	10
Cc1ccccc1-n1nc(C)c(CN(C)CCN2CCCCC2)c1C	-39	6
CCCc1nc2ccccc2n1CC(O)COc1c(C)cccc1C (centres undefined)	-11	9
CCOc1ccc(-n2c(SCC(=O)N(CC)CC)nnc2-c2ccncc2)cc1	-19	8
CC(=O)Nc1ccc(N2C(=O)c3cccc4c(N5CCNCC5)ccc(c34)C2=O)cc1	-14	3

# (list continues)
SMILES	EP2 mod	PGE2 EP2 inh
COc1ccc2cc(C#N)c(SCC(=O)N3CCCC(C)C3)nc2c1 (centres undefined)	-23	5
CNc1nc2c(c(=O)[nH]c(=O)n2C)n1CCOc1ccccc1	-7	11
COc1ccc(S(=O)(=O)N2CCC(C(=O)NCc3ccncc3)CC2)cc1OC	5	8
NS(=O)(=O)c1cc(Br)c(N=Nc2ccc(O)c3ncccc23)c(Br)c1	-17	47*
O=C1CC(C(=O)Nc2ccc3c(c2)OCO3)SC(=Nc2ccccc2)N1 (centres undefined)	-31	7
CC(C)C1COc2cc3oc(=O)ccc3cc2O1 (centres undefined)	0	6
Cc1cc2ccccc2n2c(SCC(=O)N3CCN(C(=O)c4ccco4)CC3)nnc12	-23	13
C=CCc1cc(/C=C/c2nc(O)c([N+](=O)[O-])c(=O)[nH]2)cc(OC)c1OCc1ccccc1	39	9
O=C(Nc1ccc(F)cc1)N(Cc1ccco1)Cc1cc2cc3c(cc2[nH]c1=O)OCCO3	15	14
CCCCc1nc(Cl)c(CO)n1Cc1ccc(-c2ccccc2-c2nn[nH]n2)cc1	25	9
COc1ccc(CC(=O)N[C@@H](Cn2nnc3ccccc32)C(C)C)cc1OC	-16	5
CCc1ccc(NC(=O)CSc2nc3ccccc3c(=O)n2CCCOC)cc1	22	14
Cc1ccc(F)cc1NC(=O)CN1CCN(C2CCCCC2)CC1	1	13
Cc1cc(C)c2[nH]c(=O)c(CN(CCCN3CCOCC3)C(=O)Nc3ccc(F)cc3)cc2c1	-10	17
Cn1c(N2CCCC(C(=O)NCc3ccc4c(c3)OCO4)C2)nc2ccccc21 (centres undefined)	-18	6

# Next entries follow:
SMILES	EP2 mod	PGE2 EP2 inh
CCNC(=S)N(CCN(CC)CC)Cc1cc2cc3c(cc2[nH]c1=O)OCO3	-11	16
CCC(C)(C)NC(=O)CN(C(=O)CCC(=O)Nc1cc(C)ccn1)c1cccc(C)c1C	-11	4
Nc1ccc2c3c(cccc13)C(=O)NC2=O	19	17
COc1ccc(NC(=S)N(Cc2ccco2)Cc2cc3ccc(OC)cc3[nH]c2=O)cc1	-53	13
C=CCNc1ncnc2scc(-c3ccccc3)c12	-31	13
Cc1ccc(S(=O)(=O)N(CC(=O)NCC2CCCO2)C2CCCCC2)cc1 (centres undefined)	-3	9
COc1ccc2[nH]c(=O)c(CN(Cc3ccco3)S(=O)(=O)c3ccccc3)cc2c1	-11	31
CCC(=O)Nc1ccc(NC(=O)CSc2ncnc3sc(C)c(C)c23)cc1	12	4
COC(=O)c1c(NC(=O)c2cccs2)sc(C(=O)Nc2ccccc2F)c1C	-20	7
CCC(c1nnnn1C1CCCCC1)N(Cc1ccc(C)cc1)Cc1cc2cccc(C)c2[nH]c1=O (centres undefined)	66*	9
O=C1OC(C(=O)Nc2cccc3ccccc23)Cc2ccccc21 (centres undefined)	-39	18
CC(C)N(C(=O)Cn1nc(-c2nccc3ccccc23)oc1=O)C(C)C	-56	6
CC(C)OC(=O)Cn1cnc2scc(-c3ccccc3)c2c1=O	-9	7
C=CCn1c(SC(C)C(C)=O)nc2c1c(=O)[nH]c(=O)n2C (centres undefined)	5	5
Cc1cccc2cc(CN(C(=O)c3cccc(F)c3)C3CCCC3)c3nnnn3c12	23	12

# Quoted from the listing.
# CC(C)N(C(=O)Cn1nc(-c2nccc3ccccc23)oc1=O)C(C)C @ EP2 mod = -56
# COc1ccc(NC(=S)N(Cc2ccco2)Cc2cc3ccc(OC)cc3[nH]c2=O)cc1 @ PGE2 EP2 inh = 13

# (list continues)
SMILES	EP2 mod	PGE2 EP2 inh
Cc1ccc2nc(N/N=C/c3cccc(C)n3)cc(C)c2c1	-45	40*
CS(=O)(=O)N(CC(=O)Nc1cccnc1)c1ccc(Cl)c(Cl)c1	-24	14
CCC(=O)N(Cc1cc2cc(OC)ccc2[nH]c1=O)C(C)(C)C	-28	4
O=C(O)/C(Cc1cn[nH]n1)=N\O	28	12
COc1cc(NC(=O)c2ccco2)c(OC)cc1NC(=O)c1cccc(C)c1	-46	36
CCC(CN1CCCC1)NC(=O)C1(c2cccc(F)c2)CC1 (centres undefined)	-23	4
CC(C)(Cc1nc2ccccc2[nH]1)c1nc2ccccc2[nH]1	-33	9
CCn1ncc(S(=O)(=O)N2CCCC(COc3cccc(OC)c3)C2)c1C (centres undefined)	-58	3
COc1cc2c(cc1OC)-c1cc3ccc(OC)c(OC)c3c[n+]1CC2	0&22	16&17
COc1cccc(-c2ocnc2C(=O)NC(C)c2ccncc2)c1 (centres undefined)	-40	7
CCn1c(SCC(=O)Nc2sc3c(c2C#N)CCCC3)nc2sc3c(c2c1=O)CCC3	5	22
C[C@H]1O[C@@H](n2cc(F)c(=O)[nH]c2=O)[C@H](O)[C@@H]1O	33	10
CCOc1ccc2nc(SCC(=O)NCc3ccc4c(c3)OCO4)c(C)cc2c1	6	18
COc1ccc2cc(C#N)c(SCC(=O)Nc3ccccc3N3CCCC3)nc2c1	-13	12
Cc1noc(C)c1CCNS(=O)(=O)c1ccc(N2CCCC2=O)cc1	-34	5

# The results go on.
SMILES	EP2 mod	PGE2 EP2 inh
C=CCn1c(SCC(=O)Nc2ccc(CC)cc2)nnc1-c1ccncc1	-30	6
CCN(CC)c1ccc(CN2CCc3c(nc(C)[nH]c3=O)C2)c(O)c1	30	7
Cc1ccc2nc(C3CCN(C(=O)Cc4ccccc4)CC3)[nH]c2c1	-17	7
CC(C)c1nnc(SCC(=O)Nc2ccc(Cl)cc2)n1C	8	7
Cc1cc2ncc([N+](=O)[O-])cn2n1	-2	6
Cc1cc(C)c(S(=O)(=O)N2CCC(C(=O)NCc3cccnc3)CC2)c(C)c1	-25	13
CCn1c(CNS(=O)(=O)c2ccc(C)cc2)nnc1SCC(=O)Nc1cc(C)on1	-6	7
COc1ccc2cc(CN(Cc3nnnn3C3CCCC3)C3CCCCC3)c(=O)[nH]c2c1	43	8
CCOc1ccc(CC(=O)N2CCC(c3nc(-c4cccnc4)n[nH]3)CC2)cc1	3	8
Cc1cccc2cc(C(c3nnnn3CC3CCCO3)N3CCN(C)CC3)c(=O)[nH]c12 (centres undefined)	-8	8
COc1ccc(C2(NCc3ccc(OCc4c(C)noc4C)c(OC)c3)CC2)cc1	-65	9
O=C1/C(=C\c2ccccc2)[C@@H](NC2CCCCC2)c2ccccc21	-2	58*
Cc1c(-c2nc3cnccn3c2NCc2ccc(F)cc2)cnn1C	-31	11
CCOc1ccc(C2=NNC(c3cccnc3)=Nc3ccccc32)cc1OCC	-5	6
CCOc1ccccc1NC(=O)Cn1c(C)nc2ccc(NC(=O)c3cccs3)cc2c1=O	-70	7

# For reference, 16 of the compounds above.
SMILES	EP2 mod	PGE2 EP2 inh
CNC(=S)N(CCN(C)C)Cc1cc2cc3c(cc2[nH]c1=O)OCO3	-2	18
Cc1cccc(NC(=O)CSc2nnc(-c3cccnc3)n2C)c1	-4	4
COc1ccc(NC(=O)N(CCc2ccccc2)Cc2cc3cccc(C)c3[nH]c2=O)cc1	-36	16
N=C(N)c1ccc(N)cc1	11	11
Cc1ccc(C)n1C(Cc1c[nH]c2ccccc12)C(=O)O (centres undefined)	-61	8
CC(=O)Nc1nc2ccc(F)cc2s1	-25	8
COc1ccc(C(=O)NCCNC(=O)c2ccco2)cc1	-24	6
CC(=O)c1ccc(NC(=O)/C(=C\c2ccc3c(c2)OCO3)NC(=O)c2ccco2)cc1	35	15
O=C(NCc1cccnc1)c1cn(Cc2ccccc2)nn1	-19	1
Cc1sc(NC(=O)c2ccccc2)c(C(=O)Nc2ccc(O)cc2)c1C	-22	11
COC(=O)Cc1[nH]nc2c1C1(C(=O)Nc3ccc(F)cc31)C(C#N)=C(N)O2 (centres undefined)	23	8
Cc1ccc2occ(CN3CCc4nc(N5CCCC(C)C5)[nH]c(=O)c4C3)c(=O)c2c1 (centres undefined)	-19	8
COCCn1c(N)cc(=O)[nH]c1=S	8	10
CCCCCC1C(=O)CCC1CC(=O)O (centres undefined)	24	12
Cc1occc1-c1nnc(SCC(=O)N2CCCCC2)n1Cc1ccccc1	-24	5
COc1ccc2cc(CN(C(=S)Nc3ccc(C)cc3)C3CCCC3)c(=O)[nH]c2c1	-7	10

# Additional structures follow:
SMILES	EP2 mod	PGE2 EP2 inh
Cc1cccc2cc(C(c3nnnn3C3CCCCC3)N3CCOCC3)c(=O)[nH]c12 (centres undefined)	-48	11
CN(C)CCCSc1nc2ccccc2[nH]1	34	12
CC1=NN(c2ccccc2)C(=O)C1Cl (centres undefined)	34	7
CCOc1ccc(N(C)c2ccc(/C=C3/SC(=S)NC3=O)cc2)cc1	-94	21
Cc1ccccc1C(=O)N1CCC(C(=O)NC2CCCC2)CC1	8	7
COc1ccc(-c2nnn(C(C)C(=O)N3c4ccccc4Sc4ccccc43)n2)cc1OC (centres undefined)	45	19
Cn1c(CCCN)nc2ccccc21	-1	10
O=C(COc1ccc(S(=O)(=O)N2CCCC2)cc1)Nc1cc(Cl)ccc1Cl	12	6
Fc1ccc(C(OCCCc2cnc[nH]2)c2ccc(F)cc2)cc1	12	8
COc1cccc(N(CC(=O)NC2CCCC2)C(=O)c2cc3cc4cccc(C)c4nc3s2)c1	-18	9
CCN(CC)C(=O)Cn1cc(C(C)=O)c2ccccc21	-41	7
OC1CCN(Cc2nnnn2Cc2ccccc2)CC1	-11	6
O=C(Nc1ccccc1-c1ccccc1)C1CCCN(S(=O)(=O)c2ccc(-n3cnnn3)cc2)C1 (centres undefined)	-59	4
Cc1cccc(NC(=O)C2Cc3ccccc3CN2S(=O)(=O)c2cccs2)c1 (centres undefined)	-86	13
Cc1nn(C)cc1S(=O)(=O)Nc1ccc(OCCN2CCOCC2)cc1	-7	12

# (listing goes on)
SMILES	EP2 mod	PGE2 EP2 inh
COC(=O)C1C2C=CC3(CN(c4cccc5ccccc45)C(=O)C13)O2 (centres undefined)	1	13
COCCCN1C(=O)C(O)=C(C(C)=O)C1c1ccc(OC)cc1 (centres undefined)	-9	15
COc1ccc(CC(=O)NC2CC(C)(C)Cc3c2cnn3C)cc1 (centres undefined)	-16	9
CCN1CCN(C(c2cc3cc(C)ccc3[nH]c2=O)c2nnnn2Cc2ccc(OC)cc2)CC1 (centres undefined)	-46	12
CCN(CC)CCN(Cc1cc2cc3c(cc2[nH]c1=O)OCO3)C(=S)NCCOC	-23	10
Cc1ccc(C)c2[nH]c(=O)c(CN(C(=O)c3ccncc3)C3CCCCC3)cc12	-63	14
Cn1c(SCC(=O)Nc2ccccc2F)nnc1-c1ccco1	32	14
O=C(Nc1nc2c(s1)C(=O)NCCC2)c1ccccc1Cl	-5	9
CN1CC(=O)N=C1N	-9	10
OC1(c2ccc(F)cc2)CCN(Cc2ccccc2OCc2cccnc2)CC1	-10	9
